# Screens deposited in PubChem BioAssay by several laboratories.
# SDO1 yeast rescue: restores growth of sdo1-depleted yeast; S. cerevisiae sdo1-depleted JHY4D growth rescue, OD600 30 h; stronger effect = higher value; pdr5 snq2 efflux-pump mutant strain; z-score at 10 µM; actives 0.21% (n = 140,000); AID 817;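 active means z-score above 3 at both the 24 hr and the 30 hr optical density reads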;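 further: z-score against mean and SD of all compound wells on the same plate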
# INS promoter inh: TRM-6 insulin promoter activity inhibition; TRM-6 cells (human fetal islet line), insulin promoter-eGFP reporter, imaging; reporter expression induced with tamoxifen; inhibition, % at 2 µM; actives 0.9% (n = 130,000); AID 1273;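 active means inhibition above the mean plus 3 SD, with well images judged a real hit on visual review, cut at about 60% in these data, passing the limit was not always enough; inconclusive means inhibition over the cutoff but images rejected on review; inactive means inhibition not above the cutoff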
# SDO1 yeast rescue Rescue 24 h: second read-out of SDO1 yeast rescue, no call of its own (marks repeat the call); z-score; S. cerevisiae sdo1-depleted JHY4D growth rescue, OD600; measured here: growth rescue at 24 h;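 0 is the plate mean of compound wells and units are plate SD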
# An asterisk follows results filed as active; ? = inconclusive; . = not tested or not shown; & = joins results of further samples; [ ] = another dose, or the depositor's remark.
# Fields – SDO1 yeast rescue, SDO1 yeast rescue Rescue 24 h, INS promoter inh
- COc1ccc(/C=N/NC(=O)Cn2c(Cc3ccc(OC)c(OC)c3)nc3ccccc32)cc1
→ 1.2, 1.8, .
- COc1cc(-c2[nH]nc3c2C(c2ccoc2)C(C#N)=C(N)O3)cc(OC)c1OC (stereo unspecified)
→ 0.24, 0.13, -175
- CCOC(=O)c1cc(-c2ccc(C)cc2)n(CCC(=O)NC(C)CC)c1C (stereo unspecified)
→ -0.61, 1.4, -12
- COc1ccccc1N1CCN(c2nc3c(C)cccn3c(=O)c2C=O)CC1
→ -0.08, -0.18, -2
- O=C(CCNC(=O)Cn1ccc2ccccc2c1=O)NCCCN1CCN(c2ccc(F)cc2)CC1
→ 0.64, 0.89, .
- Fc1ccc(Nc2nc(Oc3ccc4c(c3)OCO4)nc(N3CCOCC3)n2)c(F)c1
→ -0.36, 0.63, 38
- CC(C)OC(=O)COc1ccc(-c2ccccc2)cc1
→ -0.55, -0.21, -6
- CN(c1ccc(C(=O)NCC2CCCO2)cc1)S(=O)(=O)c1ccccc1 (stereo unspecified)
→ 0.11, 1.8, -9
- CCOCCCNC(=O)c1c[nH]c2ccc(C)cc2c1=O
→ 1, 0.92, 25
- OCCNCCCCOc1ccccc1F
→ 2.2, 2.8, -29
- O=C(CCn1c(=O)sc2ccccc21)Nc1ccon1
→ 0.41, -0.54, 31
- O=c1c2ccccc2nnn1CSc1nc2ccccc2c(=O)n1CCCO
→ ., ., -9
- FC(F)(F)c1nnc2sc(-c3ccco3)nn12
→ 1.8, 1.7, .
- COc1ccccc1CNC(=O)N[C@@H](Cc1ccccc1)C(=O)O
→ 0.58, 0.4, -76
- O=C(Nc1ccc(OCC(F)(F)C(F)F)c(C(F)(F)F)c1)c1ccc(Cl)cc1
→ ., ., 4
- O=C(NCCOCCOCCNC(=O)c1cccnc1)c1cccnc1
→ -0.24, -0.52, .
- COc1ccc2c(c1)C(=O)N(c1ccc(C)cc1)C(=O)C2
→ 1.7, 2.5, 30
- CC1=C(C(=O)Nc2ccccc2)C(c2cccs2)C(C#N)=C(SCC#N)N1 (stereo unspecified)
→ 0.77, 0.87, -3
- c1cc(Nc2ncnc3sc4c(c23)CCC4)ccn1
→ ., ., -37
- Brc1ccc(/C=N/Nc2ccccn2)cc1
→ ., ., 25
- Cc1ccc(C(C(=O)NCc2ccco2)N(C(=O)CNC(=O)c2cccs2)c2ccc(C)cc2)cc1 (stereo unspecified)
→ -0.67, -0.18, -25
- COc1ccc(CSc2nnc(Cc3sc(-c4ccccc4)nc3-c3ccccc3)o2)cc1
→ 0.19, 0.08, -12
- C/C(=N\Nc1cc(C(F)(F)F)ccc1Cl)c1ccccc1O
→ -0.24, 0.78, ?
- COc1ccc(-c2[nH]c3ccccc3c2SCCNC(=O)c2ccccc2)cc1
→ -0.86, 0.48, -10
- CN(C)C(=O)CN1CCN(C(=O)CCl)CC1
→ ., ., -78
- O=C(Cc1coc(-c2ccc(F)cc2)n1)NCc1ccccc1
→ -0.05, 0.2, 23
- COc1ccc2c(=O)c(-c3ccc4c(c3)OCO4)coc2c1
→ -0.06, -0.44, -60
- Clc1ccc(SCc2nc3ccccc3[nH]2)cc1
→ -1.2, -0.74, .
- NC(=O)c1ccc(NC(=O)COC(=O)CCc2ccc(S(=O)(=O)N3CCCCC3)cc2)cc1
→ ., ., 25
- CN(Cc1ccccc1)C(=S)Nc1ccc(OC(F)F)cc1
→ 9.1*, 11*, 6
- CC1=C(C#N)CCC(=O)N1Cc1c(C)cc(C)cc1C
→ 1.4, 2.2, -20
- O=C(CN1CCN(C(=O)c2ccco2)CC1)Nc1ccc(Cl)c(S(=O)(=O)N2CCOCC2)c1
→ ., ., 45
- CCN(Cc1ccccc1)C(=O)c1ccc(SC)cc1OC
→ ., ., 38
- Cc1ccc(C(=O)NCc2n[nH]c(=S)n2-c2ccccc2)cc1[N+](=O)[O-]
→ ., ., -8
- COc1ccc(C(=O)/C=C/c2ccc(F)cc2)c(OC(=O)c2ccc([N+](=O)[O-])cc2)c1
→ -1.7, -1.5, 17
- CCOC(=O)c1cnc(SC)nc1Oc1cccc(NC(=O)c2ccc(C)cc2)c1
→ -0.3, -0.52, 18
- NC(=S)N=Nc1c(O)[nH]c2ccc(F)cc12
→ 0.46, -0.43, .
- COc1ccc(OC)c(NC(=O)COC(=O)CSc2ccc(Cl)cc2)c1
→ 0.92, -0.6, 40
- COc1cccc(NC(=O)C2CCCN2C(=O)Nc2ccccc2F)c1 (stereo unspecified)
→ 0.08, -0.9, .
- CC1CC1c1ccc(/C=C(\C#N)C(=O)Nc2ccc(Cl)cc2)o1 (stereo unspecified)
→ -0.62, -1.3, .
- Cc1ccc(-n2c(SCC(=O)N3CCCc4ccccc43)nnc2-c2cccnc2)c(C)c1
→ -0.06, -0.95, -100
- Cc1ccc(C(=O)NCC(=O)N2CCN(c3ncccn3)CC2)s1
→ 1.2, 1.2, 20
- O=C(Nc1ccc(Cl)c(Cl)c1)OCc1cccnc1
→ -3, -1.6, .
- CC(=O)C1C(c2cn(-c3ccccc3)nc2-c2cccs2)NC(=O)NC1(O)C(F)(F)F (stereo unspecified)
→ -0.16, -0.39, 18
- O=C(N/N=C/c1cn(-c2ccccc2)nc1-c1cccs1)c1ccccc1F
→ -1.8, -1.8, -40
- CCOC(=O)C1CCN(S(=O)(=O)c2ccc(C(C)=O)cc2)CC1
→ 0.33, 0.03, -117
- O=C(Nc1ccccc1C(=O)N1CCCC1)c1cccc(S(=O)(=O)N2CCCCC2)c1
→ -0.6, 2.2, -87
- O=C(CSc1ccc(-c2ccc(F)cc2)nn1)N1CCCc2ccccc21
→ -1.2, -1.3, .
- COc1ccc2c(c1OC)C(=O)N1N=C(c3ccc(O)cc3)CC21 (stereo unspecified)
→ 2, 3.2, -29
- COc1ccc(C(=O)Nc2cccc(/C(C)=N/NC(=O)c3ccc([N+](=O)[O-])cc3)c2)cc1OC
→ -0.31, -0.32, .
- Cn1nc(C(=O)NCc2ccc(F)cc2)c2ccccc2c1=O
→ -0.43[11.8 µM], -1, .
- Cc1nc(-c2ccccc2)sc1-c1nc(-c2ccncc2)ncc1S(=O)(=O)c1ccccc1
→ -0.47, -0.28, .
- CCCn1nnc(NC(=O)COc2ccc(CC)cc2)n1
→ 1.2, 0.35, -427
- O=C(CSc1nc(Cc2ccccc2)nc2ccccc12)Nc1nc2c(s1)CCCC2
→ -1.7, -1.2, .
- COC(=O)C1=C(C)NC(=O)NC1c1ccc(OCC(=O)N2CCCCC2)cc1 (stereo unspecified)
→ -0.16, -0.79, 30
- COC(=O)c1ccc(NC(=O)CCN2CCN(CCC(=O)Nc3ccc(C(=O)OC)cc3)CC2)cc1
→ 0.6, 0.49, .
- N#CC1=C(N)n2c(s/c(=C\c3ccco3)c2=O)=C(C#N)C1c1ccco1 (stereo unspecified)
→ -0.18, -0.03, 4
- CCOC(=O)Cc1csc(SCC(=O)NC(C)C23CC4CC(CC(C4)C2)C3)n1 (stereo unspecified)
→ -1.6, -1.7, 4
- CCOC(=O)c1cc2n(c1/N=C/N(C)C)-c1ccccc1C2=O
→ -0.96, -1.2, -18
- CC(=O)Nc1cccc(C(=O)/C=C/c2ccc(C)cc2)c1
→ -0.31, -0.08, .

# Full records, looked up by structure. Values in the order: SDO1 yeast rescue | SDO1 yeast rescue Rescue 24 h | INS promoter inh
# COc1ccc(OC)c(NC(=O)COC(=O)CSc2ccc(Cl)cc2)c1 is listed with 0.92 | -0.6 | 40
# CCOC(=O)c1cnc(SC)nc1Oc1cccc(NC(=O)c2ccc(C)cc2)c1 is listed with -0.3 | -0.52 | 18

# Part of the list above, bar-delimited:
canonical_smiles | SDO1 yeast rescue | SDO1 yeast rescue Rescue 24 h | INS promoter inh
CCOC(=O)Cc1csc(SCC(=O)NC(C)C23CC4CC(CC(C4)C2)C3)n1 (stereo unspecified) | -1.6 | -1.7 | 4
CCOC(=O)c1cc2n(c1/N=C/N(C)C)-c1ccccc1C2=O | -0.96 | -1.2 | -18
CC(=O)Nc1cccc(C(=O)/C=C/c2ccc(C)cc2)c1 | -0.31 | -0.08 | .

# (list continues)
# Fields – SDO1 yeast rescue, SDO1 yeast rescue Rescue 24 h, INS promoter inh
- Cc1ccc(C(=O)c2cc([N+](=O)[O-])ccc2N2CCOCC2)cc1
→ 1.1, 2.3, -72
- C/C(=N\N=C1\NC(=O)CC(C(=O)O)S1)c1ccc(F)cc1 (stereo unspecified)
→ 1.6, 2.1, -15
- CC(=O)Nc1c(I)c(NC(C)=O)c(I)c(C(=O)O)c1I
→ -0.98&0.85, -0.88&0.7, 5&-29
- CCOC(=S)SCC(=O)Nc1nc(-c2ccc(Br)cc2)cs1
→ -0.8, -0.17, -180
- CS(=O)(=O)c1ccc(Sc2nc3ccccc3s2)c([N+](=O)[O-])c1
→ -1.6, -1.6, .
- CS(=O)(=O)N1CCN(C2CCN(Cc3ccccc3)CC2)CC1
→ -0.04, -0.5, 3
- CCOC(=O)Nc1cccc(Nc2ccccc2)c1
→ 0.21, -0.16, -1
- COc1ccc(/C=N/NC(=O)Nc2cccc3nsnc23)cc1
→ -0.83, -0.59, .
- CC1CN(C(=O)/C=C/c2ccc([N+](=O)[O-])s2)CC(C)O1 (stereo unspecified)
→ ., ., -300
- N#CCCN(Cc1cccnc1)C(=S)Nc1ccc(OC(F)F)cc1
→ ., ., -109
- CCOC(=O)C1=C(C)NC(SCC(=O)O)=C(C#N)C1c1ccco1 (stereo unspecified)
→ 1.4, 0.96, 26
- COc1ccccc1NC(=O)COC(=O)c1ccc2c(c1)nc(C)n2-c1ccccc1
→ -0.26, -0.59, 64
- CN(C)c1ccc(/C=C/C=N/Nc2nc(N3CCOCC3)nc(N3CCOCC3)n2)cc1
→ ., ., -8
- CCC(CC)C(=O)Nc1ccc(Cl)c(Cl)c1
→ -0.05, 0.19, 32
- OC(CNCC1CCCO1)Cn1c2ccccc2c2ccccc21 (stereo unspecified)
→ 0.13, 0.29, .
- CCCn1c(SCc2ccc(Cl)cc2)nc2c1c(=O)[nH]c(=O)n2C
→ -0.77, -0.01, .
- COc1ccc(OC)c(C(O)c2nc3ccccc3n2C(C)C)c1 (stereo unspecified)
→ -1.4, -0.72, 14
- COc1cc(C)nc(N(Cc2ccccc2)S(=O)(=O)c2ccccc2)n1
→ -1.4, -1.2, 53
- O=C(O)CCn1[nH]c(=O)c2ccccc2c1=O
→ 0.36, -0.09, -22
- O=C1CC(N(O)c2ccccc2)C(=O)N1Cc1ccccc1 (stereo unspecified)
→ -1.2, -1.4, 22
- COc1cc(NC(=O)CSc2nc(C)c(C)c(C)n2)c(C)cc1[N+](=O)[O-]
→ 0.03, -0.21, .
- COC(=O)c1cc(NC(=O)c2ccccc2)c(=O)oc1C/C=N\OCc1ccc(Cl)cc1Cl
→ -0.79, -1.2, 61
- Cc1ccc(CN2CCN(/N=C/c3ccc(C(F)(F)F)cc3)CC2)c(C)c1
→ -1.2, -0.68, 3
- O=C(Cc1c(F)cccc1Cl)NCCCn1ccnc1
→ 0.86, 1.2, .
- Cc1ccc(NC(=O)c2sc(=S)n(-c3cc(C)ccc3F)c2N)cc1
→ ., ., 11
- CC1Cc2ccccc2N1C(=O)CCNS(=O)(=O)c1cccc2nsnc12 (stereo unspecified)
→ -0.75, -1.4, -129
- COc1ccc(NC(=O)c2ccc(Cc3ccc(C)cc3)o2)cc1
→ -1.4, -1.5, 52
- Cc1ccc(C2=NC3(CCCCC3)N=C2SCC(=O)Nc2ccc3c(c2)OCCO3)cc1
→ -1.2, -2.2, -43
- CCC(C)NC(=O)C(Cc1ccccc1)n1cccc1 (stereo unspecified)
→ 0.47, -0.16, -114
- C=CCn1cnc2scc(-c3ccc(C)cc3)c2c1=O
→ -0.25, 0.3, -25
- Cc1ccc2nsnc2c1NC(=O)COc1ccccc1
→ ., ., -67
- CCCC(=O)Nc1ccc(NC(=S)NC(=O)c2ccccc2[N+](=O)[O-])cc1
→ 0.57, -0.38, .
- C=CCOc1ccccc1CNCc1cccnc1
→ 0.33, 0.33, 44
- CN(c1ccccc1)S(=O)(=O)c1cccc(C(=O)N2CCN(c3ccccn3)CC2)c1
→ -0.06, -0.02, .
- C=CC(=O)N=c1sc2ccccc2n1-c1ccccc1
→ ., ., 22
- CCCN1CCC(N2CCCC(C(=O)O)C2)CC1 (stereo unspecified)
→ ., ., 11
- CC(=O)c1ccc(N2CCN(CCC#N)CC2)c(F)c1
→ 0.19, -0.49, 20
- O=C(Cc1cccs1)NNC(=S)NC(=O)c1ccccc1
→ -0.49, -0.12, 4
- O=C(NCCN1CCC(Cc2ccccc2)CC1)C1CCCN(S(=O)(=O)c2cnc[nH]2)C1 (stereo unspecified)
→ 0.61, 0.11, .
- C=CCNC(=O)/C(=C\c1ccc2c(c1)OCO2)NC(=O)c1ccc(Br)cc1
→ -0.65, -0.99, 16
- CC(C)CCOc1ncnc2c1sc1nc3c(cc12)CSC(C)(C)C3
→ -0.93, 0.03, 6
- Cc1ccc(C(=O)Nc2ccc(S(=O)(=O)N3CCN(C)CC3)cc2)cc1
→ 0.44, -0.61, 42
- CCCCCC1CCC(C(=O)NNC(=S)NCC)CC1 (stereo unspecified)
→ -0.53, 0.25, .
- Nc1nc(-c2ccco2)nc(N2CCCCC2)n1
→ 0.95, 0.34, 29
- Cc1cc(C(C)(C)C)cc(C)c1COC(=O)C1CCC(=O)N1 (stereo unspecified)
→ -0.45, -0.58, 12
- CCC1(CC)Cc2ccccc2C(N)=C1C#N
→ -0.62, -0.9, 4
- Cc1oc(-c2ccccc2Cl)nc1CS(=O)CC(=O)NCc1cccs1 (stereo unspecified)
→ 0.11, -0.27, .
- O=C(CSc1nnc(-c2c[nH]c3ccccc23)o1)c1ccc(-c2ccccc2)cc1
→ 0.12, 1.4, .
- COCCN(CC(=O)Nc1ccccc1C)S(=O)(=O)c1ccc(S(=O)(=O)N2CCCC2)cc1
→ -0.7, -1.1, 7
